# Assay outcomes from PubChem BioAssay.
# BaF3 parental: parental Ba/F3 viability inhibition as JAK2V617F counter-screen; 220,000 tested, 1.1% active; CellTiter-Glo ATP luminescence; AID 1486; inhibition, % at 5.6 µM;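 active = inhibition above a per-campaign cutoff, the mean inhibition of all tested compounds plus 3 SD, cut at about 27% in these data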;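 also: 0% = DMSO wells and 100% = JAK Inhibitor I control wells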
# S1P4 ag: human S1P4 receptor agonism; O95977; S1P4-expressing cell line, agonist reporter assay; 220,000 tested, 0.35% active; activation, % at 4.98 µM; AID 1509; in the data active = activation above about 11%;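 also: 0% = DMSO vehicle and 100% = reference agonist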
# Target sequence (O95977 whole entry, looked up): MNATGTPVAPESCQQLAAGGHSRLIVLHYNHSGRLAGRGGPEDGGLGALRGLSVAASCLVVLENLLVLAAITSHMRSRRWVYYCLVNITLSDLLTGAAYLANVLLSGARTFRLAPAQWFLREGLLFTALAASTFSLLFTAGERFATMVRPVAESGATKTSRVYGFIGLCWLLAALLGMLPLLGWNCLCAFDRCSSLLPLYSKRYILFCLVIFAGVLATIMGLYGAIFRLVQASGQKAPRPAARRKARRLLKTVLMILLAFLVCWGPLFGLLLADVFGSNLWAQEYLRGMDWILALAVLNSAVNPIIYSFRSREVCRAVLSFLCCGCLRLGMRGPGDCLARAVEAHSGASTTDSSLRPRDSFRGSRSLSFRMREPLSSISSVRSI
# eIF4E-4G inh: inhibitors of eIF4E and eIF4G interaction in translation initiation | inhibition, % at 21.7 µM | 220,000 tested, 0.37% active | TR-FRET eIF4E-eIF4GI(517-606) binding, 2 h;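 active = inhibition above about 30%, limit read from the data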;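 also: 0% = full FRET control wells and 100% = background wells lacking eIF4GI fragment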
# Ba/F3 V617F tox: lowers viability of Ba/F3 cells expressing EpoR and JAK2V617F. ATP luminescence. inhibition, % at 5.6 µM. 220,000 tested, 1.1% active. AID 1446;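 active = inhibition above the campaign mean plus 3 SD over all tested compounds, cut at about 24% in these data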;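 also: cytokine-independent growth of Ba/F3 cells driven by EpoR plus mutant JAK2; 0% = DMSO-treated cells and 100% = JAK inhibitor I control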
# Wee1 stabilizer: human Wee1 degradation inhibition, primary screen | P30291 | HeLa Luc-Wee1K328M stability, luciferase luminescence; 100% = proteasome inhibitor MG132 effect | reporter increase, % at 5 µM | 220,000 tested, 1.2% active;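 active = activation above the mean of all tested compounds plus 3 SD, set per screening run, cut at about 8.8% in these data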;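 also: cells exposed to compound for 20 h before luminescence read; 0% = DMSO alone and 100% = MG132 at 30 µM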
# Target sequence (P30291 whole entry K328M): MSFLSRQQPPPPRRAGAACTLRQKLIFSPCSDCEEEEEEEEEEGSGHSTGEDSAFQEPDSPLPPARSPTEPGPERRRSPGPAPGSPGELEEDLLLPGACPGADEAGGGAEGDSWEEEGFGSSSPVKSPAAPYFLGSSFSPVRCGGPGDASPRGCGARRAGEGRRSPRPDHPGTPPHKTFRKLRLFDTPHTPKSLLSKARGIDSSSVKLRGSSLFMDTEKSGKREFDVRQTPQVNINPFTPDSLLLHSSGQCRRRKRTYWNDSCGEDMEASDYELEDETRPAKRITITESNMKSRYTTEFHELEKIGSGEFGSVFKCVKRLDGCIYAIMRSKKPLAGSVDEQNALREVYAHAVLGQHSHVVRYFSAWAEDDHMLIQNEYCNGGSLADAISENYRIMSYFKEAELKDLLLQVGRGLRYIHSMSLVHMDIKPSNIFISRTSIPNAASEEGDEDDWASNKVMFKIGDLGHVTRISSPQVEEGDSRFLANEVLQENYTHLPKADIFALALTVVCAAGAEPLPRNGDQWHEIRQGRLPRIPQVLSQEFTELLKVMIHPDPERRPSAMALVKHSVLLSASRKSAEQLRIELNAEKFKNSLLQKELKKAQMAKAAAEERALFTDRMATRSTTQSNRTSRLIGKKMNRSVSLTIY
# Mdm2 ligase inh: blocks human Mdm2 ubiquitin ligase activity | cell-based MDM2 ubiquitination luciferase reporter, 2 h; 0 = plate control, 100 = twice control, blank-subtracted | 210,000 tested, 0.11% active | signal enhancement, % at 5 µM | AID 1230;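 active = signal enhancement of 30% or more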;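 also: luminescence tracks abundance of the self-degrading MDM2-luciferase fusion protein; higher signal means inhibition of MDM2 E3 ligase activity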
#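 Buffer or medium: Cells held in DMEM | Assay system: Stable mammalian line carrying autodegrading MDM2–luciferase fusion reporter | Quantity: 2000 cells/well | Times: 4 h settle plus 2 h compound, 37 °C | Doses: One concentration, 5 µM, with 0.2% DMSO | Technique: Luminescence with SteadyLite reagent, 15 min at room temperature | Benchmarks: Plate controls and plate blanks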
# NPY-Y2 PAM-ag: potentiates or activates human NPY-Y2 receptor. cells expressing NPY-Y2, potentiator/agonist read-out. 220,000 tested, 0.45% active. P49146. activation, % at 3.6 µM. AID 1359; in the data active = activation above about 27%;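 also: cells stimulated with NPY near EC25 plus isoproterenol at EC100; 0% = vehicle plus submaximal agonist and 100% = vehicle plus saturating agonist; some results beyond the cut were filed as inactive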
# PERK inh: inhibitors of human PERK kinase. 220,000 tested, 0.17% active. Q9NZJ5. inhibition, % at 5.6 µM. AID 1416. CHO PERK-DD fusion, SEAP luminescence translation reporter;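 active = inhibition above the mean inhibition of all tested compounds plus 3 SD, set separately per screening campaign, cut at about 2.9% in these data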;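 also: PERK kinase domain activated by AP20187 dimerizer at 100 nM; 0% = DMSO with dimerizer and 100% = rapamycin at 8.4 µM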
# S1P4 antag: blocks the human S1P4 receptor. O95977. S1P4-expressing cells, antagonist mode, reporter read-out. inhibition, % at 4.98 µM. 220,000 tested, 0.26% active. AID 1510; in the data active = inhibition above about 29%;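 also: 0% = wells stimulated with agonist and 100% = vehicle wells without agonist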
# * marks the source's active call; other numbers are inactive results; x = no result given; [ ] = another dose, or the depositor's remark.
# Sequence of screens – S1P4 antag	NPY-Y2 PAM-ag	Ba/F3 V617F tox	eIF4E-4G inh	Wee1 stabilizer	Mdm2 ligase inh	S1P4 ag	PERK inh	BaF3 parental
CCOC(=O)N1CCN(C(=O)CSc2ccc(-c3cccc(OC)c3)nn2)CC1
    -11	-1	1	-2	-1	21	1.8	-0.1	3
COc1ccc(Oc2ccc(N/C=C/C(=O)C(C)(C)C)cc2)cc1
    -26	8	4	4	-3	-14	-0.2	0.4	4
CCOC(=O)N1CCN(c2cc(=O)n(-c3cccc(Br)c3)c(=O)[nH]2)CC1
    -15	-10	-2	2[fluorescence artefact?]	-1	-17	-0.2	0.5	4
CCN(CC)CCNC(=O)C1CCC(=O)N1CCc1ccccc1 (centres undefined)
    -22	-9	-3	4	-3	-5	0.5	0.3	0
CCC(=O)c1ccc(OCc2ccc(C(=O)OC)o2)c(OC)c1
    -21	9	4	4	-2	-20	0.1	-0.8	11
CCn1ncc(C2C(C(=O)Nc3ccc(C)cn3)=C(C)NC3=C2C(=O)CCC3)c1C (centres undefined)
    -19	18	-4	-4	1	-1	-1.0	1.3	1
Cc1ccc(S(=O)(=O)N2CCCC2C(=O)Nc2nc3ccccc3s2)cc1 (centres undefined)
    20	0	9	1	3	-8	-0.2	-1.0	4
O=S(=O)(c1ccc2c(c1)OCCO2)N1CCC(O)(c2ccc(Cl)cc2)CC1
    -4	10	1	-11	-2	-7	0.5	-0.6	8
Cc1ccc(C(=O)NCCc2ccccn2)cc1S(=O)(=O)N1CCOCC1
    -7	1	0	-2	0	x	0.8	0.6	-4
Cc1ccc2oc(NC(=O)N3CCOCC3)cc(=O)c2c1
    -18	-11	1	-4	-1	-7	1.4	-0.6	2
Cc1ccc(S(=O)(=O)NC(=O)Nc2nc(-c3ccc(F)c(F)c3)cs2)cc1
    -8	3	-3	-1	8	-1	1.2	-0.3	1
O=C(NN1CCOCC1)c1cc(-c2ccncc2)nc2ccccc12
    -19	-3	-1	3	-2	10	0.5	1.3	5
O=C(Nc1ccc2oc(=O)ccc2c1)c1cc([N+](=O)[O-])ccc1N1CCOCC1
    -20	-1	0	-1	1	-5	-0.7	0.7	5
Cc1ccccc1C(=O)NC1CCN(C(=O)N2CCOCC2)CC1
    0	-1	-1	-1[fluorescence artefact?]	-2	-18	1.3	0.1	0
Nc1cccc2c1nnn2C1OC(CO)C(O)C(O)C1O (centres undefined)
    5	-3	-1	2	3	6	1.7	1.5	-1
COc1ccc(CN2C(=O)c3cccnc3C2Nc2ccc(C)cc2)cc1 (centres undefined)
    1	8	-4	-2	-1	-20	-0.8	-0.5	2
CCN(CC)c1ccc(/C=C2/C(=O)N(c3ccc([N+](=O)[O-])cc3)N=C2N2CCOCC2)cc1
    -13	-15	3	-4	2	-13	-0.8	0.2	3
COc1ccc(C2NC(=S)NC3=C2N2CCC3CC2)cc1 (centres undefined)
    3	-8	3	-4	0	-5	-0.5	-0.4	-2
CC(OC(=O)c1ccc2c(=O)n3c(nc2c1)CCCCC3)C(N)=O (centres undefined)
    -12	-6	-1	9	-1	12	1.2	-0.4	2
CNC(=O)N(O)C1N(/N=C/c2ccccc2O)C(=S)SC1(C)C (centres undefined)
    -5	-2	-3	-1	1	1	1.6	-0.7	0

# Single records, from the list above.
# Shown for `COc1ccc(CN2C(=O)c3cccnc3C2Nc2ccc(C)cc2)cc1` (centres undefined) = S1P4 antag: 1; NPY-Y2 PAM-ag: 8; Ba/F3 V617F tox: -4; eIF4E-4G inh: -2; Wee1 stabilizer: -1; Mdm2 ligase inh: -20; S1P4 ag: -0.8; PERK inh: -0.5; BaF3 parental: 2
# Shown for `COc1ccc(C2NC(=S)NC3=C2N2CCC3CC2)cc1` (centres undefined) = S1P4 antag: 3; NPY-Y2 PAM-ag: -8; Ba/F3 V617F tox: 3; eIF4E-4G inh: -4; Wee1 stabilizer: 0; Mdm2 ligase inh: -5; S1P4 ag: -0.5; PERK inh: -0.4; BaF3 parental: -2

# The list goes on:
# Sequence of screens – S1P4 antag	NPY-Y2 PAM-ag	Ba/F3 V617F tox	eIF4E-4G inh	Wee1 stabilizer	Mdm2 ligase inh	S1P4 ag	PERK inh	BaF3 parental
Cc1cc(C)n2nc(C(=O)NCCc3ccccc3)nc2n1
    14	-5	-3	-5	1	-3	-0.5	1.2	0
O=c1cc(CN2CCN(c3ccccc3)CC2)c2c(ccc3ccccc32)o1
    5	-5	-1	-9	1	-5	2.1	-0.4	6
COc1cccc(NC(=O)CSc2nc3c(c(-c4ccco4)c2C#N)CCCC3)c1
    -8	5	-1	6	0	-69	-0.2	1.4	5
CCOC(=O)C1CCN(S(=O)(=O)Cc2ccccc2)CC1
    -28	-14	1	0	-2	0	-0.2	0.2	1
CCNC(=O)C1CCCN1S(=O)(=O)c1ccc(OC)cc1 (centres undefined)
    -7	-15	1	-1	-1	-5	1.8	2.0	8
Cc1cccc(C(=O)NCCc2n[nH]c(=S)n2C)c1
    -2	-8	-1	1	0	-1	-1.3	1.3	2
COCCCNC(=O)Cn1nc(-c2ccccc2OC)ccc1=O
    -26	-4	-2	11	-4	3	1.6	0.0	0
CCOc1ccc(C(C)=O)cc1N1C(=O)C2C3C=CC(O3)C2C1=O (centres undefined)
    53*	-26	11	9	-1	-12	-1.9	0.1	28*
Cc1ccc2oc(=O)c3cc(C(=O)NCc4ccco4)sc3c2c1
    -22	1	-3	5	3	-32	-1.3	1.5	4
CC(C)(C)c1cc[n+](/C(C(=S)NC2CC2)=C(/[O-])c2ccc(Cl)s2)cc1
    -10	9	-5	5	-2	-9	0.8	-0.1	4
Cc1ccc(-n2ncc(C(=O)Nc3cc(Cl)cc(Cl)c3)c2C2CCNCC2)cc1C
    12	51*	95*	-2	4	-14	0.6	0.1	86*
CCNC(=O)OCc1cn(-c2ccc(Cl)cc2)nn1
    -24	6	1	3	0	-24	2.0	0.5	3
O=C(O)CC(NCc1ccco1)C(=O)Nc1cccc(O)c1 (centres undefined)
    -3	17	0	-4	-2	x	0.1	1.1	-4
Cc1ccc(C)c2c1c1ccccc1n2C
    -22	-29	-3	0	-4	-5	3.4	0.4	2
O=C(C1CCCO1)N1CCN(C(=S)Nc2ccccc2)CC1 (centres undefined)
    -30	12	-6	6[fluorescence artefact?]	-2	2	-0.4	0.8	1
Cc1ccc(Oc2c(C(N)=O)cc([N+](=O)[O-])cc2[N+](=O)[O-])cc1
    21	3	-6	40*[fluorescence artefact?]	-1	14	-0.1	1.0	-2
NNC(=O)CSCc1nc(-c2ccccc2)cs1
    -8	-7	0	-1	-2	-14	2.1	1.3	3
COc1cc(C(=O)NNC(=O)c2ccc(NC(C)=O)cc2)cc(OC)c1OC
    -23	-7	-3	-1	-2	-6	-0.2	1.0	-1
NNC(=O)c1[nH]c2ccc(Cl)cc2c1-c1ccccc1
    -5	-16	-3	4	0	-11	-0.3	0.9	0
Cc1cc(C(=O)NCc2cccs2)cs1
    3	-2	-4	-11	-2	-9	0.1	0.5	0
CCC(C)NC(=O)C1CCN(C(=O)N(C)C)CC1 (centres undefined)
    8	-8	2	1	-1	-4	-0.1	1.8	4
O=C(CN(Cc1ccco1)C(=O)Cn1nnc(-c2ccc(F)cc2)n1)NC1CCCC1
    -17	0	-4	2[fluorescence artefact?]	-1	3	-1.2	0.2	1
COc1ccc(NC(=O)CC2(Cc3ccccc3)CCOC(C)(C)C2)cc1 (centres undefined)
    -5	3	-2	0	5	-10	0.8	-0.4	2
COc1ccc(C2=NCCc3cc(OC)c(OC)cc32)cc1OC
    -10	1	-1	-1	-3	6	0.8	0.7	3
Cc1oc(C(=O)O)cc1COc1ccc2c(C)cc(=O)oc2c1
    1	2	-1	11	-1	-8	2.6	-0.9	3
COC(=O)CC1=C(C(=O)OC)C(c2ccncc2)C(C#N)=C(N)O1 (centres undefined)
    -15	0	1	-16	3	-13	0.7	0.1	3
CC1(C)CC(=O)C2=C(C1)N(Cc1cccnc1)C(=O)C2(NC(=O)C1CC1)C(F)(F)F (centres undefined)
    -23	12	2	5	0	-9	1.4	-0.5	3
CCOC(=O)c1ccc(Nc2c(OCC)c(=O)c2=O)cc1
    -8	3	-4	5	-2	-10	1.4	1.4	2
O=C(Nc1ccccc1)N1CCC(C(=O)N2CCN(c3ccccc3F)CC2)CC1
    -14	-24	4	-1	-3	-16	-1.6	-0.1	12
COC(CNS(=O)(=O)c1cccc2nonc12)OC
    9	3	7	3	3	-11	0.5	0.8	11
CC1=C(C(=O)N2CCOCC2)C(c2ccc(Cl)cc2)NC(=S)N1 (centres undefined)
    -17	0	-3	-1	2	-16	-0.3	0.2	1
CC(C)c1ccc(/C=C2\SC(N3CCCC3)=NC2=O)cc1
    -4	13	2	5	0	6	1.0	-0.6	6
CCCn1c(-c2ccncc2)n[nH]c1=S
    -1	-2	-3	2	9	7	0.8	1.3	-4
N/C(=N\OCc1ccccc1)c1nonc1N
    -5	8	-3	-1	2	-16	-0.6	2.4	-2
CC(C)C(=O)Nc1c(-c2ccccc2)c(=O)c2ccccc2n1C
    3	-14	-1	1	-1	-7	-0.8	0.5	3
COc1ccc(C2C(C(=O)NCCN3CCOCC3)c3ccccc3C(=O)N2C2CCCCC2)cc1 (centres undefined)
    -2	11	2	0	3	-3	1.8	-0.8	2
COc1ccc(OC)c(NC(=O)c2ccc(CSc3nnc(C)s3)cc2)c1
    -1	-23	5	4	0	13	-1.2	-1.1	8
CSc1ccc(NC(=O)NCCCN2CCN(c3ccccc3F)CC2)cc1
    -7	-5	3	-9	-2	-7	1.8	-0.7	4
COc1ccc(CCN2C(=O)C3C4C=CC(C5CC45)C3C2=O)cc1OC (centres undefined)
    -14	-11	-1	3	-2	2	0.2	0.1	4
COC(=O)c1ccc(-n2c(C)cc(C(=O)COC(=O)CC3Sc4ccccc4NC3=O)c2C)cc1 (centres undefined)
    -26	-4	3	-1[fluorescence artefact?]	-1	-11	0.4	-0.3	7
Cc1cc(/N=C/N(C)C)on1
    -17	-2	-2	-5	-1	11	-0.6	0.5	-1
CC1CCCC(NC(=O)C2CCN(S(=O)(=O)N3CCC4(CC3)OCCO4)CC2)C1C (centres undefined)
    -6	4	5	4	0	-6	0.7	-0.1	11
C/C(Cc1ccccc1)=N/NC(=O)CNC(=O)C(c1ccccc1)c1ccccc1
    -3	-9	-1	-5	11*	-98	1.4	0.1	-3
Cc1cccc(C(=O)Nc2sc(-c3ccccc3)cc2C(=O)O)c1
    -8	6	2	1	6	-7	1.8	0.7	3
O=C(NCc1ccc(F)cc1)c1ccc(CS(=O)(=O)Cc2ccccc2F)o1
    -34	11	-1	-1[fluorescence artefact?]	2	-17	0.9	0.6	2
C=CCOC(=O)C1=C(C)NC(SCC(=O)N(CC)CC)=C(C#N)C1c1ccccc1 (centres undefined)
    -26	3	4	-1	1	-17	-1.0	-1.1	3
CCc1ccc(NC(=O)c2cc(-c3ccco3)on2)cc1
    -3	8	0	3	2	-29	1.2	0.7	2
O=C(OCC1CC(c2ccccc2)=NO1)c1ccc(Br)cc1 (centres undefined)
    -24	6	6	3	0	-9	-1.2	1.5	3
CC(=O)c1cccc(NC(=O)COC(=O)c2cccc(N3C(=O)c4ccccc4C3=O)c2)c1
    -20	11	0	1	-3	-9	-0.7	0.3	6
